# From PubChem
# Mdm2 ligase inh – blocks human Mdm2 ubiquitin ligase activity | Q00987 | cell-based MDM2 ubiquitination luciferase reporter, 2 h; 0 = plate control, 100 = twice control, blank-subtracted | signal enhancement, % at 5 µM | 210,000 tested, 0.11% active;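 active means signal enhancement of 30% or more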;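 further: luminescence tracks abundance of the self-degrading MDM2-luciferase fusion protein; higher signal means inhibition of MDM2 E3 ligase activity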
# Target sequence (Q00987 whole entry, looked up, the tested form may be a part): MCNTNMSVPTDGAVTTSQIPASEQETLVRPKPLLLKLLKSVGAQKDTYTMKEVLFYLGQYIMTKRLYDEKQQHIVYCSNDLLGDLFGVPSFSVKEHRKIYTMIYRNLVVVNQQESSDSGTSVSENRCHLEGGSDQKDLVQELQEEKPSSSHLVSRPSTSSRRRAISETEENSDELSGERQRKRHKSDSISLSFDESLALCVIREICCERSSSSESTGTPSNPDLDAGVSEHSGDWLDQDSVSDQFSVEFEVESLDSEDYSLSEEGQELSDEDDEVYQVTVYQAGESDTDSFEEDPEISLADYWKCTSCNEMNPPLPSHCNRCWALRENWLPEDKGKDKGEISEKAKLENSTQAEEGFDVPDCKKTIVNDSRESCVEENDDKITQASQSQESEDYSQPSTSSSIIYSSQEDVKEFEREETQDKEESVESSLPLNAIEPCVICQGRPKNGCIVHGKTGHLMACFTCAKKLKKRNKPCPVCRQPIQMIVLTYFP
#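 Assay system: stable mammalian line carrying autodegrading MDM2–luciferase fusion reporter; amount: 2000 cells seeded into each well; buffer or medium: DMEM; benchmarks: plate control and blank wells; signal: luciferase luminescence; timing: 2 h compound exposure at 37 °C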
# EBV gp42 inh – blocks Epstein-Barr virus glycoprotein 42 binding; Fluorescence polarization binding assay, mP read-out; 220,000 tested, 0.42% active; inhibition, % (tested at 21.74 µM); Q1HVG2; AID 1085; in the data active means inhibition above about 50%
# Target sequence (Q1HVG2 whole entry, looked up): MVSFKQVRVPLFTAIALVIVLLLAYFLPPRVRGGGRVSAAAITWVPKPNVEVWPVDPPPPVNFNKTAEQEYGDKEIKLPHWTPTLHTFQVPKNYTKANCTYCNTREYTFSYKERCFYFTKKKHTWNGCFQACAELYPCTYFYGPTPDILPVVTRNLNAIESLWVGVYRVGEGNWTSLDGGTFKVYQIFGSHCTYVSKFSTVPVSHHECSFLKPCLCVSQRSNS
# p47phox inh – inhibitors of human p47phox binding | P14598 | inhibition, % at 24.7 µM | p47phox/p22phox peptide binding, fluorescence polarization, 2 h | 220,000 tested, 0.53% active | AID 1274;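 active means inhibition above about 30%, limit read from the data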;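 further: 0% = p47phox with labelled peptide and 100% = labelled peptide alone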
# TNF necrop inh – inhibitors of TNF-alpha induced necroptosis in Jurkat FADD-/- cells. Jurkat FADD-/- TNF necroptosis rescue, ATP luminescence, 24 h; 0 = TNF only, 100 = no-TNF cells. activation (protection from cell death), % at 10 µM. 220,000 tested, 0.068% active;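 active means activation, meaning protection from cell death, of at least 50% relative to plate controls; inactive means activation below 50%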;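 further: necroptosis triggered by 40 ng/mL TNF-alpha added together with compound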
# PPC-1+TRAIL kill – kills PPC-1 cancer cells in the presence of TRAIL. PPC-1 cells + TRAIL, ATPLite viability luminescence. cell killing (% activity), % at 4 µM. 220,000 tested, 0.41% active. AID 1443;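 active means cell killing above 50% in the first pass at 4 µM, then a duplicate retest at 5 µM averaging 50% or more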;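 further: plate controls were cells with TRAIL plus DMSO for no effect and medium-only wells lacking cells for full effect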
# Runt-SMMHC FRET – inhibitors of human RUNX1 Runt domain binding to CBFb-SMMHC; Q01196+Q13951; Cerulean-Runt/Venus-CBFb-SMMHC FRET ratio 530/480, 1 h; inhibition, % at 20 µM; 220,000 tested, 0.74% active;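 active means mean inhibition across duplicate retests at 20 µM reaching about 50%, limit read from the data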;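 further: 0% = DMSO wells and 100% = wells with excess untagged CBFb-SMMHC; inhibitors lower the FRET ratio by blocking Runt binding to CBFb-SMMHC; some results filed as inactive read as strong as hits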
# CHOP inh – blocks CHOP induction under ER stress | CHO-K1 CHOP-promoter luciferase, tunicamycin-induced, 15-18 h | inhibition, % at 10 µM | 220,000 tested, 3.8% active | AID 2732;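 active means compounds that reduced the stress-induced luciferase reporter signal by more than about 70% of percent inhibition, limit read from the data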;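 further: 0% = tunicamycin plus vehicle and 100% = wells without tunicamycin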
# TRPML3 ag – agonists of human TRPML3 channel. Q8TDD5. HEK293 TRPML3-YFP, Fluo-8 calcium fluorescence; 100% = the carbachol control signal. activation, % at 3 µM. 220,000 tested, 0.29% active. AID 1448;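 active means activation above its plate's cutoff, the mean activation of the plate's test wells plus 3 SD, cut at about 12% in these data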;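 further: 0% = DMSO only wells and 100% = carbachol wells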
#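 system = HEK293 cells stably carrying human TRPML3-YFP | doses = one concentration, 3 µM nominal, 0.3% DMSO | timing = dye loading 1 h 37 °C then 30 min ambient, 125 s read | detection = Fluo-8 calcium dye fluorescence, ex 470-495, em 515-575 nm | benchmarks = high control carbachol 87 µM, low control DMSO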
# TRPN1 ag – zebrafish TRPN1 (NompC) channel agonism; HEK293 zebrafish TRPN1-YFP, Fluo-8 calcium fluorescence; 100% = response to 87 µM carbachol; activation, % at 3 µM; 220,000 tested, 0.18% active; AID 1424;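 active means activation above its plate's cutoff, the mean activation of test wells on that plate plus 3 SD, cut at about 19% in these data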;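 further: 0% = DMSO alone and 100% = 87 µM carbachol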
#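 Material: zebrafish TRPN1-YFP in HEK293 cells. Doses: one dose of 3 µM, 0.3% DMSO. Incubation: dye 1 h 37 °C plus 30 min RT. Measured by: intracellular calcium fluorescence with Fluo-8.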
# Starred values were filed as active, the others as inactive; nt = no result given; & = joins results of further samples; [ ] = dose if it differs, or a comment. No enrichment for hits; overall some 5.9% were active at least once.
entry	smiles	Mdm2 ligase inh	EBV gp42 inh	p47phox inh	TNF necrop inh	PPC-1+TRAIL kill	Runt-SMMHC FRET	CHOP inh	TRPML3 ag	TRPN1 ag
1	CC1CN(C(=O)c2nn(C)cc2[N+](=O)[O-])CC(C)O1 (configuration not stated)	-3	-2	-10	-1.8	-4	3	6	0.6	-0.5
2	Cc1ccc(-n2[nH]c(C)c(C=Nc3ccc(C)cn3)c2=O)cc1	7	-8	-6	-16	27	0	38	1.1	0.2
3	CSc1nc2ccc(NC(=O)C3CC(=O)N(Cc4ccco4)C3)cc2s1 (configuration not stated)	-21	-25	-14	-1.6	22	-3	39	-1.4	-0.3
4	Cc1ccccc1NC(=O)NC1(C(=O)N2CCCC2)CCCCC1	6	-2	-2	-0.2	12	1	24	0.6	-0.6
5	CCOc1ccc(NC(=S)Nc2cc(-c3ccccc3)[nH]n2)cc1	3	-9	-7	-3.9	10	4	41	0.1	0.7
6	Cc1c(C(=O)N/N=C/c2ccc(N(C)C)cc2)[nH]c2ccc(Cl)cc12	-2	-12	-1	-5.9	34	86	-23	0.3	0.1
7	O=c1[nH]c2ccsc2c(=O)n1CCO	-3	7	-9	0.5	-13	-1	-4	0.3	0.0
8	CCc1nnc(NS(=O)(=O)c2ccc(NC(=O)c3ccc(Cl)cc3)cc2)s1	0	-5	nt	0.3	12	-1	28	1.2	-0.8
9	CCCc1cc(=O)[nH]c(SCC(=O)N(C)CC(=O)Nc2ccc(C)cc2)n1	3	-10	-9	-2.3	-4	4	14	-0.8	0.5
10	Cc1ccc(C(=O)Nc2nc(=O)n(C)s2)cc1	-22	-1	-15	-3.1	31[5 µM]	-3	-34	0.1	0.3
11	Cc1cc(C(=S)N2CCOCC2)c(C)n1-c1ccc(F)cc1	-1	-4	4	0.0	6	-3	9	0.9	0.7
12	CCc1cc[n+](-c2nc([O-])sc2C=O)cc1	-24	87*	-8	-3.0	-7	-92	-13	1.9	1.7
13	COC(=O)c1cc2c(-c3ccccc3)c(C)c3ccccn3c-2c1C(=O)OC	-9	65*	25	-3.3	-2	9	-1	0.6	-0.2
14	N#Cc1c(N)oc(-c2ccco2)c1-c1ccco1	-10	10	-3	-4.6	-5	-2	30	0.9	1.1
15	Cc1ccc(NC(=O)CN2C(=O)/C(=C3\SC(=S)N(C4CCS(=O)(=O)C4)C3=O)c3ccccc32)cc1 (configuration not stated)	-16	105*	76*	-10	19	8	-23	-0.4	-0.2

# Reprinted at random: two compounds from above
entry	smiles	Mdm2 ligase inh	EBV gp42 inh	p47phox inh	TNF necrop inh	PPC-1+TRAIL kill	Runt-SMMHC FRET	CHOP inh	TRPML3 ag	TRPN1 ag
15	Cc1ccc(NC(=O)CN2C(=O)/C(=C3\SC(=S)N(C4CCS(=O)(=O)C4)C3=O)c3ccccc32)cc1 (configuration not stated)	-16	105*	76*	-10	19	8	-23	-0.4	-0.2
14	N#Cc1c(N)oc(-c2ccco2)c1-c1ccco1	-10	10	-3	-4.6	-5	-2	30	0.9	1.1

# (further entries)
entry	smiles	Mdm2 ligase inh	EBV gp42 inh	p47phox inh	TNF necrop inh	PPC-1+TRAIL kill	Runt-SMMHC FRET	CHOP inh	TRPML3 ag	TRPN1 ag
16	COc1ccccc1NS(=O)(=O)c1ccc2oc(SCc3ccc(F)cc3)nc2c1	-7	4	-4	-0.6	14	1	39	0.4	0.5
17	CSCCC(NC(=O)COc1ccccc1)C(=O)O (configuration not stated)	-14	-19	-3	0.8	3	2	-12	0.6	0.1
18	CC(=O)NCCOC(=O)Nc1cccnc1	-21	11	-10	-1.7	-4	0	6	1.1	0.7
19	Cc1ccc(Cn2c([N+](=O)[O-])cnc2C)cc1	-2	9	-50	-0.4	2	1	-5	0.2	0.2
20	COc1ccc(CCNC(=O)CSc2nnc3ccc(-c4cccnc4)nn23)cc1OC	-30	3	4	0.9	0	-2	-4	0.8	-1.0
21	Cc1ccc(N(CC(=O)Nc2ccc3c(c2)OCCO3)S(=O)(=O)c2c(C)n[nH]c2C)cc1	-16	-17	-1	-4.5	-1	4	-7	0.1	1.6
22	Cn1c2c(c(O)c(-c3ccccc3)c1=O)C(=O)CC(C)(C)C2	0	-9	-13	1.1	11	6	34	0.2	-1.5
23	CC1=CCC2C(=O)N(CCc3c[nH]c4ccccc34)C(=O)C2C1 (configuration not stated)	nt	-22	-6	0.1	35	0	14	1.6	1.0
24	CC(C)(C)n1nc2c(c1NC(=O)c1ccc(Br)cc1)CS(=O)C2 (configuration not stated)	-11	-11	-12	0.1	20	-4	58	-0.3	-1.2
25	COc1ccc2ccccc2c1CNc1nnnn1C	-10	-30	-2	0.0	15	-4	-3	0.2	-0.8
26	COC(=O)C1=C(N)OC2=C(C(=O)CC(C)(C)C2)C1c1ccoc1 (configuration not stated)	7	2	-10	-0.7	7	4	6	0.6	0.2
27	CCOc1ccc(N2C(=O)CC(N)C2=O)cc1 (configuration not stated)	-2	-7	-9	-8.7	-20	3	3	-0.1	-0.1
28	COc1ccc(C(=O)C[n+]2cc(-c3ccc(OC)cc3)n3c2CCCC3)cc1	-1&-14	-15&-24	3&13	-1.0&-1.0	17&-1	-1&1	2&-1	1.1&-0.6	-0.6&2.1
29	CCOCCCNC(=O)c1[nH]c(C)c(C(C)=O)c1C	-18	-17	-9	0.9	26	2	19	1.0	1.1
30	COC(=O)c1ccc(CNC(=O)COC(=O)C2CCC(C(C)(C)C)CC2)cc1 (configuration not stated)	-3	3	-2	1.9	16	-4	93*	0.1	-1.6

# In a second layout: entries from further up
16	COc1ccccc1NS(=O)(=O)c1ccc2oc(SCc3ccc(F)cc3)nc2c1
  Mdm2 ligase inh = -7	EBV gp42 inh = 4	p47phox inh = -4	TNF necrop inh = -0.6	PPC-1+TRAIL kill = 14	Runt-SMMHC FRET = 1	CHOP inh = 39	TRPML3 ag = 0.4	TRPN1 ag = 0.5
17	CSCCC(NC(=O)COc1ccccc1)C(=O)O (configuration not stated)
  Mdm2 ligase inh = -14	EBV gp42 inh = -19	p47phox inh = -3	TNF necrop inh = 0.8	PPC-1+TRAIL kill = 3	Runt-SMMHC FRET = 2	CHOP inh = -12	TRPML3 ag = 0.6	TRPN1 ag = 0.1
18	CC(=O)NCCOC(=O)Nc1cccnc1
  Mdm2 ligase inh = -21	EBV gp42 inh = 11	p47phox inh = -10	TNF necrop inh = -1.7	PPC-1+TRAIL kill = -4	Runt-SMMHC FRET = 0	CHOP inh = 6	TRPML3 ag = 1.1	TRPN1 ag = 0.7
19	Cc1ccc(Cn2c([N+](=O)[O-])cnc2C)cc1
  Mdm2 ligase inh = -2	EBV gp42 inh = 9	p47phox inh = -50	TNF necrop inh = -0.4	PPC-1+TRAIL kill = 2	Runt-SMMHC FRET = 1	CHOP inh = -5	TRPML3 ag = 0.2	TRPN1 ag = 0.2

# Next structures follow.
entry	smiles	Mdm2 ligase inh	EBV gp42 inh	p47phox inh	TNF necrop inh	PPC-1+TRAIL kill	Runt-SMMHC FRET	CHOP inh	TRPML3 ag	TRPN1 ag
31	Cc1ccc(/C=C/C(=O)NCCCN2CCN(CCCNC(=O)/C=C/c3ccc(C)cc3)CC2)cc1	-12	-7	-5	1.6	48	4	67	1.1	-1.2
32	CC(C)(C)c1cc[n+](-c2[nH]c(=O)sc2/C=N/NC([S-])=Nc2ccccc2)cc1	-19	117*	-4	2.7	7	-48	-10	7.4	9.1
33	Cc1nn2c(NCc3ccccn3)cc(C(C)C)nc2c1-c1ccccc1	-10	-7	-3	8.5	-5	-2	3	-1.3	-0.5
34	COCCNC(=O)COC(=O)c1cccnc1SC	14	-13	-3	-0.6	6	0	-2	0.3	1.6
35	N#C/C(=C\c1cccs1)C(=O)NCc1cccnc1	2	-7	-9	3.0	-1	-1	-5	0.2	0.1
36	CCn1c(=S)sc2c(=O)[nH]c(C)nc21	-15	-8	-15	-1.0	20	0	0	-0.3	1.8
37	Cc1ncsc1CCOC(=O)c1ccc([N+](=O)[O-])cc1	-6	0	-6	1.5	11	-2	21	0.3	-0.8
38	CCCCC12CN3CCN(CC(C3)/C1=N\NC(=O)c1ccccc1N)C2	-9	4	-11	1.3	13	-2	3	1.0	-0.1
39	Cn1cnc2cc(NS(=O)(=O)c3ccc(Br)cc3)ccc21	-9	-12	-11	3.1	23	2	-6	-1.6	1.9
40	O=C(O)c1ccc(COc2ccc3c(c2)CCC3)cc1	-52	-16	-11	3.7	7	-2	16	0.5	-0.3
41	Cc1ccc2cc(CN(C(=O)c3ccco3)c3ccccc3)c(=O)[nH]c2c1	-6	9	-18	-0.4	-4	18	60	0.2	0.3
42	CCOc1ccc(-c2cc(CCCC(=O)NCc3cccnc3)no2)cc1	-8	-11	-3	-2.2	31	1	80*	2.4	4.0
43	CC(C)CCNC(=O)C(=O)NC1CCCC1	-1	-6	-13	4.1	6	2	21	-0.5	-1.0
44	Cc1ccc(C(=O)C(C)N2C(=O)NC(C)(c3ccccc3)C2=O)cc1 (configuration not stated)	-1	-7	-3	-3.8	-7	1	14	0.1	-0.1
45	CCOc1ccccc1NC(=O)c1ccc(S(=O)(=O)N2CCOCC2)cc1	nt	-15	-10	2.0	14	6	-9	0.1	-0.5
46	CCOC(=O)N1CCN(Cc2cc(Cl)c3cccnc3c2O)CC1	-9	-7	-9	-13	14	-6	83*	1.2	2.1
47	Cc1ccc(C(=O)COC(=O)c2ccncc2)cc1[N+](=O)[O-]	-4	-3	-1	1.0	24	4	9	0.0	0.3
48	COc1ccc(-c2ccc(=O)n(CC(=O)Nc3ccc(C(=O)NC4CC4)cc3)n2)cc1OC	-5	-9	-8	1.6	-9	1	-9	1.0	0.1
49	COc1ccc(-n2c(C)cc(/C=C/c3nc(O)c([N+](=O)[O-])c(=O)[nH]3)c2C)cc1	-25	0	-11	0.1	19	-8	-6	0.8	2.1
50	O=C(Nc1cccc(-c2nc3ncccc3o2)c1)c1sc2cc(Cl)ccc2c1Cl	-14	-84	-4	0.2	14	8	4	0.9	-0.5
51	O=C(C1=C(O)C(=O)N(c2ncccn2)C1c1ccc(Cl)cc1)c1ccco1 (configuration not stated)	-17	-12	-9	-2.8	18	-17	-21	0.5	0.3
52	CCC(=O)Oc1c(S(=O)(=O)c2ccc(C)cc2)c(C)nn1C(C)(C)C	1	0	6	-2.0	8	1	46	4.2	-1.2
53	Cc1ccc(OCC(=O)Nc2sc3c(c2C#N)CCC3)cc1	-27	-16	11	-0.3	6	-4	-17	0.8	2.2
54	C=CCOc1ccccc1CNCCc1ccc(S(N)(=O)=O)cc1	-7	8	-3	2.7	16	-1	-15	1.0	-0.2
55	Cc1nc2ccc3nc(NC(=O)c4ccc(S(=O)(=O)N5CCOCC5)cc4)sc3c2s1	-18	-5	-2	-1.8	26	-4	47	0.1	-2.4
